# Assay outcomes from PubChem BioAssay.
# mABHD4 FP = inhibitors of mouse ABHD4; purified mABHD4, FP-Rh probe fluorescence polarization; inhibition, % at 8.92 µM; 0.54% of 370,000 active;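 active means inhibition exceeding the mean over every tested compound plus 3 SD, cut at about 30% in these data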;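 further: 0% = plate median of compound wells and 100% = S159A mutant with DMSO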
#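 Test system: mouse ABHD4 enzyme, wild type. Reagent: FP-Rh fluorescent activity-based probe, added after compound pre-incubation. Timing: pre-incubation 45 min, probe exposure 60 min, at 25 °C. Technique: FP readout, ex 525 nm / em 598 nm. Benchmarks: high control S159A mutant with DMSO, low control median of compound wells.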
# TCR CD3 inh = blocks the human TCR-CD3 interaction | TAMRA-labeled TCR probe fluorescence, biochemical | inhibition, % at 9.4 µM | 0.37% of 360,000 active; in the data active means inhibition above about 19%;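 further: recombinant mutant TCR 2C K166C tagged with TAMRA read by polarization; 0% = receptor in buffer alone and 100% = receptor with positive control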
# UHRF1 binding = UHRF1 methyl-DNA binding inhibition | Q96T88 | UHRF1 binding to methylated oligo, TR-FRET | inhibition, % at 4.4 µM | 0.75% of 370,000 active | AID 687016; in the data active means inhibition above about 21%;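 further: UHRF1 SRA domain binding a hemimethylated CpG hairpin DNA probe; 0% = median of test compound wells and 100% = reference inhibitor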
# PRMT1 FP inh = PRMT1 (human) inhibition, primary screen; recombinant PRMT1, activity-based probe fluorescence polarization; inhibition, % at 2.79 µM; 1.3% of 370,000 active; Q99873;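 active means inhibition above about 21% made by adding two undisclosed values, limit read from the data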
# Target sequence (Q99873 whole entry, looked up): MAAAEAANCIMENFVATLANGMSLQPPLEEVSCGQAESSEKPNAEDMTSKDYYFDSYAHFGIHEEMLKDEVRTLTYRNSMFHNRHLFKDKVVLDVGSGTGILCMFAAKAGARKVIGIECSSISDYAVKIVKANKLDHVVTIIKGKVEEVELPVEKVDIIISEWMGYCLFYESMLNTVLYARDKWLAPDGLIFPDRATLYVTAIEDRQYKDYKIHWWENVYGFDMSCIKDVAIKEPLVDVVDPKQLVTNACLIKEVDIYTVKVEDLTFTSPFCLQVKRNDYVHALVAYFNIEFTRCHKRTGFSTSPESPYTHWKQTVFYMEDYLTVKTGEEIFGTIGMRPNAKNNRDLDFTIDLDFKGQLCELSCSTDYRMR
# LEDGF integ inh = blocks HIV-1 LEDGF/p75-dependent DNA integration. AID 743269. TR-FRET IN-LEDGF/p75 DNA integration, Eu/Cy5. 0.64% of 370,000 active. inhibition, % at 3.7 µM;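 active means inhibition above the screen-wide mean plus 3 SD, cut at about 13% in these data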;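 further: signal is the Cy5 over europium emission ratio at 671 and 618 nm; 0% = plate median of compound wells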
# Rev-erbA mod = modulators of human Rev-erb alpha DNA binding. activity, % at 10 µM. Rev-erbα–FITC-DNA binding, fluorescence polarization, 90 min. P20393. AID 1259318. 0.79% of 370,000 active;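 active means activity above about 14%, limit read from the data; passing the limit was not always enough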;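 further: 0% = DMSO wells with 35 nM protein and 100% = DMSO wells with 750 nM protein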
# Target sequence (P20393 whole entry, looked up): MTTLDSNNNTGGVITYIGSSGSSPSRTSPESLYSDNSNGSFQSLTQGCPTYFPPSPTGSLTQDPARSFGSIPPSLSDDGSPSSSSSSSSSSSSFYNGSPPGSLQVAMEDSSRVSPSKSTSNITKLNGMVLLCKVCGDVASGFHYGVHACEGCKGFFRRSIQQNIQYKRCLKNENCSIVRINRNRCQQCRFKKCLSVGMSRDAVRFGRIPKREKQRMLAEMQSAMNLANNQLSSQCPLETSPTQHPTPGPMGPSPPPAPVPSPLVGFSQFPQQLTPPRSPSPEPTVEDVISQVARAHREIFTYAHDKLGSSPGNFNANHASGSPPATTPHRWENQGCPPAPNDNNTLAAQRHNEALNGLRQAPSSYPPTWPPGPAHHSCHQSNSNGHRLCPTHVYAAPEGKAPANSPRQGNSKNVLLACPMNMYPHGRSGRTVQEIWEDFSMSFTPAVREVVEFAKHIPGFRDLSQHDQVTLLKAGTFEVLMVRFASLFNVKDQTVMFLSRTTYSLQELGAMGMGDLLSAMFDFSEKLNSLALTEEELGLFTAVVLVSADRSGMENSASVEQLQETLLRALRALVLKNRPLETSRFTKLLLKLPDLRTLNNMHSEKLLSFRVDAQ
# MBD2 inh = inhibitors of human MBD2 binding to methylated oligonucleotide; Q9UBB5; TR-FRET; inhibition, % at 4.4 µM; 0.31% of 370,000 active; AID 686964; in the data active means inhibition above about 13%
# HTRA1 inhibitor = inhibitors of human serine peptidase HTRA1; recombinant HTRA1, FP-rhodamine activity-based probe, fluorescence polarization; inhibition, % at 5.96 µM; 0.5% of 340,000 active; in the data active means inhibition above about 36%;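 further: 0% = enzyme with DMSO and 100% = wells lacking enzyme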
# rCAG binder = molecules binding r(CAG) RNA repeats; inhibition, % at 3 µM; r(CAG) RNA repeat, TO-PRO-1 dye displacement fluorescence; AID 651821; 1.3% of 370,000 active;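 active means inhibition above the plate cutoff, the mean of all test compounds on that plate plus 3 SD, cut at about 35% in these data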;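 further: 0% = DMSO alone and 100% = 100 µM mitoxantrone as full dye displacement; higher means more dye released from RNA so lower well fluorescence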
# PG9 binder = small molecules binding HIV-1 gp120 antibody PG9. 0.43% of 360,000 active. AID 624416. TR-FRET gp120-PG9 antibody binding. inhibition, % at 6.7 µM; in the data active means inhibition above about 8.5%
# Numbers without * were called inactive; i = inactive; · = no result given.
compound,mABHD4 FP,TCR CD3 inh,UHRF1 binding,PRMT1 FP inh,LEDGF integ inh,Rev-erbA mod,MBD2 inh,HTRA1 inhibitor,rCAG binder,PG9 binder
COc1nc(C)nc(NC(=O)NS(=O)(=O)c2ccccc2Cl)n1,8,-4,2,0,-1,0,-1,4,1,0.4
COc1cccc(CN2CCCCC2c2cccnc2)c1 (stereo not drawn),-11,-1,5,3,-1,1,3,-1,-7,-3.0
O=P(/C=C1\OCc2ccccc21)(Oc1ccccc1)Oc1ccccc1,-14,-1,2,12,-2,-3,2,·,0,3.3
COc1ccc(-c2cc(=NCCC(=O)O)c3cc(C)ccc3o2)cc1,-3,3,-13,-1,0,-7,2,1,-1,4.2
COCCN1C(=O)/C(=C/c2c(OC)cc(OC)cc2OC)C(=O)N(c2ccccc2)C1=O,-2,-1,-4,6,-5,3,-3,-4,-4,0.2
O=C1NC(=O)N(CCc2ccc(F)cc2)C(=O)/C1=C\C=C\c1ccccc1,-11,2,0,-11,3,4,-6,-2,8,-0.2
O=[N+]([O-])c1ccc(NCc2ccccc2)c2nonc12,53*,66*,-24,168*,-9,38*,-23,·,i,-3.5
COc1cccc(-c2nc(CS(=O)CC(=O)N3CCC4(CC3)OCCO4)c(C)o2)c1 (stereo not drawn),-2,4,-3,-3,-2,1,-7,2,-3,-1.9
O=c1[nH]c2ccccc2n1C1CCN(C(c2ccccc2)c2nnnn2-c2ccc3c(c2)OCCO3)CC1 (stereo not drawn),-21,-3,2,-1,3,8,0,·,8,-0.4
CCC1(c2ccccc2)C(=O)NC(=S)NC1=O,3,4,-1,1,1,-10,0,3,0,-0.9
CCCC(=O)Nc1ccc(N2CCN(CC)CC2)c(Cl)c1,-3,-6,-1,2,-2,2,-5,3,-4,0.0
BrCC(Br)(Br)Br,0,0,-1,3,-3,1,2,-1,0,-1.4
CC[N+](CC)(CC)CC,1,4,0,-2,-1,1,-3,3,1,-1.4
O=C1NC(=O)N(Cc2ccco2)C(=O)/C1=C\c1cccn1CCOc1ccc(Cl)cc1,-13,4,55*,19,61*,-7,2,8,35*,-1.8
COc1ccc(NC(=O)N2C[C@@H]3C[C@@H](C2)c2cccc(=O)n2C3)c(OC)c1,8,8,3,0,-1,-3,-2,-1,2,-0.7
Cc1ncc([N+](=O)[O-])n1CCOc1nonc1N,0,1,1,0,-3,-9,-1,-1,2,-1.4

# Fetched one by one from the entries so far:
compound,mABHD4 FP,TCR CD3 inh,UHRF1 binding,PRMT1 FP inh,LEDGF integ inh,Rev-erbA mod,MBD2 inh,HTRA1 inhibitor,rCAG binder,PG9 binder
Cc1ncc([N+](=O)[O-])n1CCOc1nonc1N,0,1,1,0,-3,-9,-1,-1,2,-1.4
CCC1(c2ccccc2)C(=O)NC(=S)NC1=O,3,4,-1,1,1,-10,0,3,0,-0.9
O=C1NC(=O)N(Cc2ccco2)C(=O)/C1=C\c1cccn1CCOc1ccc(Cl)cc1,-13,4,55*,19,61*,-7,2,8,35*,-1.8

# Other compounds follow.
compound,mABHD4 FP,TCR CD3 inh,UHRF1 binding,PRMT1 FP inh,LEDGF integ inh,Rev-erbA mod,MBD2 inh,HTRA1 inhibitor,rCAG binder,PG9 binder
COC(=O)c1cccc(NC(=O)N2C[C@H]3C[C@@H](C2)c2cccc(=O)n2C3)c1,-1,5,0,-3,2,-7,-5,-3,-1,-0.5
Cc1ccc(OC(=O)N(C)C[C@@H]2OCc3cnnn3CCCC(=O)N([C@H](C)CO)C[C@H]2C)cc1,2,3,18,-6,1,2,4,3,-2,1.4
CC(C)[C@@]1(NC(=O)[C@@H]2C[C@@H]3c4cccc5[nH]cc(c45)C[C@H]3N(C)C2)O[C@@]2(O)[C@@H]3CCCN3C(=O)[C@H](Cc3ccccc3)N2C1=O,5,-13,1,15,-4,7,6,-2,6,-0.4
Cc1[nH]c2ccccc2c1CN1CCCCC1,-4,-5,1,6,-5,-4,2,3,5,0.3
Cc1cccc(C)c1-n1nnnc1C(c1cccs1)N1CCC2(CC1)C(=O)NCN2c1ccccc1 (stereo not drawn),-12,-8,4,4,-3,6,5,·,11,-1.2
COC(=O)C1=C(c2cc3ccccc3o2)C[C@@H]2CC[C@H]1N2C(=O)N1CCOCC1,-3,-4,-3,-2,-2,-1,0,-4,-9,-1.1
CCCN1CCC(NC2CCC(O)CC2)CC1 (stereo not drawn),-1,0,1,-2,0,-4,-2,7,-2,0.2
O=C(c1ccncc1)C12CN3CN(CN(C3)C1)C2,-6,-10,5,-2,-1,-2,5,0,2,0.3
COc1ccccc1CNCCc1cccc(Cl)c1,12,-7,3,0,-2,-5,5,8,0,0.9
CCOc1ccccc1-n1c(O)c(C=NCc2ccc3c(c2)OCO3)c(=O)[nH]c1=O,-7,1,3,5,0,1,5,3,4,2.7
O=C(CSc1ccccc1)N1CCC2(CC1)OCCO2,9,18,4,0,1,2,-2,1,-2,0.3
Cc1ccccc1CN1Cc2cnnn2-c2ccccc2C1C#N (stereo not drawn),-4,2,-3,0,-2,-4,3,-2,2,-2.4
O=c1[nH]c2ccccc2n1C1CCN(C(c2cccc3ccccc23)c2nnnn2Cc2ccccc2)CC1 (stereo not drawn),-15,-1,-3,-3,2,4,-7,·,16,1.3
Cc1ccc2occ(CN3CC4CC(C3)c3cccc(=O)n3C4)c(=O)c2c1 (stereo not drawn),4,0,3,4,-6,-1,3,2,-9,0.0
COc1ccc(Cc2c(O)[nH]c(=O)[nH]c2=O)c(OC)c1,0,2,-4,0,-3,-6,-6,2,0,0.0
C[C@]12C=CC(=O)C=C1CC[C@@H]1[C@@H]2CC[C@]2(C)C(=O)CC[C@@H]12,8,12,0,1,2,-2,-1,-4,-4,-1.1
N#CC12CNCC1CN=N2 (stereo not drawn),1,-2,1,-1,2,1,-1,0,0,0.0
CCOP(=S)(OCC)SCOC(=O)NCC(=O)OC,-3,1,12,2,-1,-2,-1,-1,-2,0.3
CCC(=NCc1cccnc1)c1c(O)n(C2CCCCC2)c(=O)[nH]c1=O,5,0,1,-1,1,-3,-1,2,-7,-0.2
O=Cc1cn(Cc2c(F)cccc2Cl)c2ccccc12,-13,-3,-1,-1,-3,3,-2,-15,-6,0.6
CN/C=C(/Cl)P(=O)(OC(C)C)OC(C)C,7,-6,0,-4,0,1,-1,4,-2,-1.4
CC(=O)c1ccc2c(c1)C1C(Cl)C(Sc3ccccc3[N+](=O)[O-])CC1C(c1ccccc1)N2 (stereo not drawn),24,6,-3,17,2,3,-2,17,17,-5.6
Cc1ccccc1CC(=O)N(CCN(C)C)CC1CCCN(Cc2ccccc2F)C1 (stereo not drawn),-2,4,-2,0,2,4,-1,-7,-11,-1.9
O=C(NC1CCCCC1)N1C[C@H]2C[C@@H](C1)c1cccc(=O)n1C2,-3,-7,1,0,-3,8,-1,-8,2,-2.4
CCN1C(=O)/C(=C/c2ccc(N(CC)CC)cc2OC)C(=O)NC1=S,-79,-74,-1,10,4,-6,-5,-25,3,-15
CCCCn1nnnc1C(CCSC)N1CCC2(CC1)C(=O)NCN2c1ccccc1 (stereo not drawn),-4,4,-1,-6,5,-1,-1,·,1,0.4
CCCC1=C(C(=O)OCC)C2(C(=O)Nc3ccc(C)cc32)C(C#N)=C(N)O1 (stereo not drawn),4,10,1,-1,1,-5,-1,12,-8,0.1
O=C(NCC1=C(c2ccc3ccccc3c2)C[C@@H]2CC[C@H]1N2Cc1ccco1)c1ccncc1,-7,-1,8,11,-2,-2,6,-2,8,1.7
CCOC(=O)CC[C@@H]1CC[C@]2(CCCN(Cc3ccncc3)C2)O1,7,·,1,2,2,0,-6,·,0,·
CC(C)c1ccc(N2C(=O)NC(=O)/C(=C/C=C/c3ccco3)C2=O)cc1,-23,-19,2,9,24*,-8,0,8,54*,-2.2
Cc1cc(OCC(=O)NC2CCS(=O)(=O)C2)c2c3c(c(=O)oc2c1)CCC3 (stereo not drawn),-3,8,-2,2,1,-2,-2,-2,2,-2.9
COC(=O)C1=C(c2ccccc2)C[C@@H]2CC[C@H]1N2C(=O)NC(C)C,-1,-2,0,-4,-1,-5,-2,-7,0,0.2
NCCCN1CCN(c2ccccc2)CC1,-2,1,-2,-1,-3,-5,4,2,-3,0.4
CCOc1cc2c(cc1OCC)-n1cccc1C(c1c(O)cccc1OC)NC2 (stereo not drawn),0,12,-1,-2,2,0,-1,-2,-6,-1.8
COC(=O)C1=C(c2cccc(OCc3ccccc3)c2)C[C@@H]2CC[C@H]1N2C(=O)NCCCc1ccccc1,1,7,-1,-3,2,-3,2,-43,4,0.7
COC(=O)C1=C(c2ccc3ccccc3c2)C[C@@H]2CC[C@H]1N2C(=O)NC(C)C,5,1,-1,1,2,-2,-4,1,-2,0.2
O=C(N/N=C/c1c(O)n(C2CC2)c(=S)[nH]c1=O)c1ccccc1Cl,10,-2,-2,1,1,-5,0,-5,5,-2.2
C#CCN(C)[C@H](C)Cc1ccccc1,0,3,0,6,-2,-6,-1,0,2,-1.0
COc1cc(/C=C2\C(=O)NC(=O)N(c3ccc(C)cc3)C2=O)cc(OC)c1O,-1,5,-3,5,-2,-4,-8,-3,0,-2.2
COC(=O)C1=C(C)OC(N)=C(C#N)C12C(=O)Nc1ccccc12 (stereo not drawn),-1,4,-2,1,-3,4,-1,0,0,0.6
CCn1c(C)c(C(=O)O)c2cc(OC)ccc21,-12,-6,5,2,1,3,7,-4,1,1.5
CCCCn1nnnc1C(C1CC1)N1CCC2(CC1)C(=O)NCN2c1ccccc1 (stereo not drawn),-6,-10,2,-5,6,5,-7,·,2,-0.3
Cc1cc(/C=C2\C(=O)NC(=O)N(Cc3ccccc3Cl)C2=O)c(C)n1-c1ccc(C(=O)O)cc1,-5,8,22*,12,10,-5,10,-1,39*,0.0
Fc1cccc(CCNCc2ccccn2)c1,20,6,-3,1,1,7,0,-2,1,-1.4
COc1ccc2c3c([nH]c2c1)C(C)NCC3 (stereo not drawn),10,25*,-1,-3,-5,-6,1,18,14,0.3
COc1cc(OC)c(OC)cc1CNC(C)C(O)c1ccccc1 (stereo not drawn),10,3,-1,0,-2,-5,3,0,-2,0.8
Cn1cc(P(=S)(c2ccccc2)c2ccccc2)c2ccccc21,-16,·,3,-3,1,4,2,·,·,·
CC(=O)NC1C(OC(=O)Cc2ccccc2)OC(COC(C)=O)C(OC(C)=O)C1OC(C)=O (stereo not drawn),5,5,0,3,1,-7,-3,-2,-3,-1.3
N#CC1c2ccccc2-n2nncc2CN1C(=O)CCc1ccccc1 (stereo not drawn),3,2,-2,-1,3,-2,-5,-2,2,-0.6
O=C(CN1C(=O)[C@@H](Cc2ccccc2)N=C(c2ccccc2)c2ccccc21)NC1CCCCC1,-2,·,-1,-1,-2,-3,-1,·,6,·
COC(=O)C1=C(c2cc3ccccc3s2)C[C@@H]2CC[C@H]1N2C(=O)NCc1cccc2ccccc12,-13,7,0,-4,0,2,-4,-60,4,0.3
C/C(=N\N1CCCCC1)c1c(O)[nH]c(=O)[nH]c1=O,-2,3,1,-4,-1,0,5,1,-1,-1.9

# Not all compounds are listed, so the mix of outcomes need not match the whole.
